High-throughput results (PubChem)
V1aR counter: V1a receptor agonism, counter-screen for OXTR agonists | P37288 | CHO-V1R cells, Fluo-8 calcium fluorescence, agonist mode; 0% DMSO, 100% 3 nM vasopressin | activation, % at 3 µM | hit rate 0.25% among 320,000;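 active means activation above the mean activation of all tested compounds plus 3 SD, per screening run, cut at about 20% in these data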;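 further: signal is peak over basal fluorescence ratio across a 100 second FLIPR read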
Target sequence (P37288 whole entry, looked up): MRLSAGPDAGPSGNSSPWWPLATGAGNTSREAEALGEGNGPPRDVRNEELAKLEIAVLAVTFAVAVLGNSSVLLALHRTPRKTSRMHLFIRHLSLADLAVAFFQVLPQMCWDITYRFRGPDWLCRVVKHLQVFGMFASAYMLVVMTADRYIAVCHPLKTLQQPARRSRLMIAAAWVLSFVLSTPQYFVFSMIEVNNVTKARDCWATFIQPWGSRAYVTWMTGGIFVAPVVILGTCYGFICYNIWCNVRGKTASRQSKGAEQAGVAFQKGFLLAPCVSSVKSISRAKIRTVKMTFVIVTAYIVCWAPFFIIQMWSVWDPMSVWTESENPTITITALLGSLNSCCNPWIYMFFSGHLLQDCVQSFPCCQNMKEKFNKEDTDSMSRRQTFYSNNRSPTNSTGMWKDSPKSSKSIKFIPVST
GPR7 antagonist: blocks human GPR7 receptor signaling | P48145 | GPR7-expressing cells, fluorescence antagonist assay | inhibition, % at 4.4 µM | hit rate 1.1% among 290,000 | AID 1861; in the data active means inhibition above about 16%, passing the limit was not always enough;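 further: cells stimulated with the agonist NPW; 0% = agonist with vehicle and 100% = vehicle without agonist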
Target sequence (P48145 whole entry, looked up): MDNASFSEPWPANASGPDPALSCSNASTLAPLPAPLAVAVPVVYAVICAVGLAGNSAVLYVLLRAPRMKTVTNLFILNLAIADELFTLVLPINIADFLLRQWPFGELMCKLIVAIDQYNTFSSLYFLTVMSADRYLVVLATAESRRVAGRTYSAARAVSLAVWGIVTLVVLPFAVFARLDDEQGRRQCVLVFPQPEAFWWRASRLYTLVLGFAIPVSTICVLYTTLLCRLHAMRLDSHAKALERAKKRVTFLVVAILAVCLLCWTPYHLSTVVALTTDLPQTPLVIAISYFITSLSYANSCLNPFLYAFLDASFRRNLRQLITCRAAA
OXTR potentiator: potentiators of human oxytocin receptor; hit rate 0.061% among 320,000; CHO-OTR cells, Fluo-8 calcium fluorescence, potentiator mode; 0% = oxytocin EC15, 100% = EC100; AID 2445; activation, % at 3 µM; P30559;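 active means activation above that plate's cutoff, the mean activation of tested compounds plus 3 SD, cut at about 6.6% in these data, passing the limit was not always enough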;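 further: 100% uses oxytocin at 75 nM as the full agonist control; some results filed as inactive read as strong as hits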
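Material: CHO-OTR cells, human receptor; compound dosing: single dose, 3.0 µM nominal final compound concentration; schedule: 6 min compound pre-incubation at room temperature, 100 s kinetic read; measured by: kinetic Fluo-8 calcium fluorescence; read-out basis: % activation vs EC15 and EC100 oxytocin; controls: EC15 oxytocin alone as 0%, 75 nM oxytocin as 100%; replicates: singlicate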
CHO-K1 Ca ag: nonselective activator or artifact in parental CHO-K1 cells; Fluo-8 calcium fluorescence; scaled to maximal ATP response, vehicle zero; activation, % at 3 µM; hit rate 0.48% among 360,000; AID 602248; in the data active means activation above about 15%;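 further: untransfected CHO-K1 host cells lacking M1 receptor as counterscreen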
CHO-K1 Ca antag: M1 antagonist counterscreen hit in parental CHO-K1 cells; ATP-induced calcium, Fluo-8 fluorescence; hit rate 0.6% among 360,000; inhibition, % at 3 µM;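 active means inhibition above a per-plate cutoff, the plate's mean sample inhibition plus 3 SD, cut at about 24% in these data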;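 further: 0% = DMSO plus EC80 ATP and 100% = DMSO alone without ATP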
OXTR agonist: activates the human oxytocin receptor; P30559; CHO-OTR cells, Fluo-8 calcium fluorescence; normalized: DMSO 0%, oxytocin 100%; activation, % at 3 µM; hit rate 0.32% among 320,000; AID 2435;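 active means activation above the mean of all tested compounds plus 3 SD, cutoff set per screening run, cut at about 20% in these data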;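 further: peak over basal fluorescence ratio from a 100 s FLIPR kinetic read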
TAAR1 antagonist: antagonists of human TAAR1; Q96RJ0; CHO RD-HGA16 TAAR1, Fluo-8 calcium fluorescence, antagonist; inhibition, % at 3 µM; hit rate 1.5% among 360,000;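 active means inhibition above a per-plate cutoff, the mean inhibition of test compounds on that plate plus 3 SD, cut at about 49% in these data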;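 further: 0% = DMSO plus EC80 beta-PEA response and 100% = DMSO alone without agonist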
Target sequence (Q96RJ0 whole entry, looked up): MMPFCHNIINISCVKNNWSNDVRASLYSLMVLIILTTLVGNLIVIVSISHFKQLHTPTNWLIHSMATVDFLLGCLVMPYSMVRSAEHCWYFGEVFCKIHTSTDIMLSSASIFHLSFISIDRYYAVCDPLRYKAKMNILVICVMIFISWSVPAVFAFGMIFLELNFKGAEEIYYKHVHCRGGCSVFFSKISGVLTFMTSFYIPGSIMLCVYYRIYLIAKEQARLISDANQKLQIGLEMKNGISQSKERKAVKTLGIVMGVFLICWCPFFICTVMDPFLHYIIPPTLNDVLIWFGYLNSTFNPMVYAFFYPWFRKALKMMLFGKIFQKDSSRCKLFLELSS
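Material: CHO RD-HGA16 cells bearing hTAAR1; compound dosing: one-point dosing, 3 µM nominal final; schedule: dye loading 75 min at 37 °C, then 30 min room temperature; measured by: calcium fluorescence with Fluo-8; control set: vehicle and agonist controls; replication: n of 1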
CHO parental Ca: counter-screen: ATP calcium response change in parental CHO cells | AID 463079 | parental CHO-K1, ATP-induced calcium, Fluo-8 fluorescence | inhibition, % at 5.6 µM | hit rate 0.63% among 330,000;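 active means inhibition above that plate's mean sample inhibition plus 3 SD, cut at about 26% in these data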;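 further: 0% = ATP-challenged DMSO wells and 100% = DMSO wells without ATP; some compounds past the cut are filed as inactive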
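Material: parental CHO cells / Compound: single nominal dose of 5.6 µM per compound / Signal: Fluo-8 fluorescence / Replicates: singlicate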
CHO-K1 Ca PAM: counter-screen for M1 PAMs: effect in parental CHO-K1 cells; ATP EC20, Fluo-8 calcium fluorescence; 0% at ATP EC20, 100% at ATP max; activation, % at 3 µM; hit rate 0.02% among 360,000;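 active means activation above the run cutoff, the mean activation of all test compounds plus 3 SD, cut at about 40% in these data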;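 further: peak over basal fluorescence ratio in a 140 s read after ATP addition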
Numbers without * were called inactive; nt = no result given.

SMILES	V1aR counter	GPR7 antagonist	OXTR potentiator	CHO-K1 Ca ag	CHO-K1 Ca antag	OXTR agonist	TAAR1 antagonist	CHO parental Ca	CHO-K1 Ca PAM
CCOCCCNC(=O)c1c[nH]c2ccc(C)cc2c1=O	0.8	-13	-5	3.8	-10	1.8	21	-10	20
O=C(Nc1ccc2c(c1)OCCO2)c1cncc(Br)c1	-1.8	9	-2	1.5	8	-2.9	-31	-18	9
Cc1ccc(-c2noc(CCC(=O)Nc3ccccc3C)n2)cc1	2.9	-2	-7	2.8	-16	3.5	-4	-17	26
COc1cc2[nH]c(=S)nc(Nc3ccc(NC(C)=O)cc3)c2cc1OC	-0.3	-15	0	0.7	-6	0.9	-8	2	9
CCCCCCCC(=O)Nc1cc(C(=O)NCc2ccc(C)cc2)ccc1N1CCC2(CC1)CC(c1ccccc1)=NO2	0.8	-9	-7	0.4	-6	0.1	-8	3	-3
CC1CCCC(NC(=O)c2cc(-c3ccncc3)nc3ccccc23)C1C (stereo unspecified)	nt	nt	nt	0.2	-6	nt	36	nt	-3
CCOC(=O)c1ccc(NC(=O)CCc2nnc3ccc(N4CCCC4)nn23)cc1	4.9	-12	-12	1.6	4	3.5	-24	-23	-4
COc1ccc(S(=O)(=O)N2CCCCC2)cc1NC(=S)Nc1cccc(Cl)c1C	0.3	-9	2	0.2	-10	-0.5	2	-5	15
CN(C)C=NC(=O)c1[nH]c2ccc(Cl)cc2c1-c1ccccc1	2.0	-9	-19	1.6	-2	2.0	37	-20	-1
Cc1cc(F)ccc1S(=O)(=O)N1CCCOC1CNC(=O)C(=O)NCCCN1CCOCC1 (stereo unspecified)	1.0	-12	2	7.6	9	0.0	-9	-5	-5
CCCCn1c(SCC(=O)Nc2ccc(NC(C)=O)cc2)nc2ccccc2c1=O	-0.1	4	14	-0.1	0	-0.9	6	-14	3
O=c1cc(-c2ccccc2)[nH]c2[nH]n(-c3ccccc3)c(=O)c12	0.4	-11	0	0.1	11	0.6	-8	-7	18
Cc1sc(NC(=O)CS(=O)(=O)c2ccccc2)c(C(N)=O)c1C	0.1	nt	8.1*	8.7	12	-1.5	-18	-11	-14
C=CCn1c(SCC(=O)NCCCC)nc2scc(-c3ccco3)c2c1=O	-1.4	-5	1	0.0	-4	-1.5	5	-17	-3
CCn1cc(C2=NOC(C(=O)Nc3ccccc3C(=O)OC)C2)c(C)n1 (stereo unspecified)	2.2	7	-7	2.1	-2	2.4	nt	-6	-2

Following part.
SMILES	V1aR counter	GPR7 antagonist	OXTR potentiator	CHO-K1 Ca ag	CHO-K1 Ca antag	OXTR agonist	TAAR1 antagonist	CHO parental Ca	CHO-K1 Ca PAM
CC[C@]12c3[nH]c4ccccc4c3CCN1C(=O)C(CC(=O)NCc1ccc(OC)c(OC)c1)C[C@@H]2C(=O)N1CCN(C(=O)C2CC2)CC1 (stereo partly specified)	1.0	nt	2	0.0	-12	0.4	-7	-18	12
Cc1ccccc1NC(=O)CN1C(=O)S/C(=C/c2cccnc2)C1=O	0.5	-6	-10	-0.5	3	-0.2	-30	-10	14
COc1ccccc1C(=O)OCC(=O)N1CCC(Cc2ccccc2)CC1	0.1	nt	6	1.1	-14	0.0	-28	-11	2
Cc1cc(C)nc(SCC(=O)NN=C2CCCC2)n1	1.6	0	-7	0.8	-16	-1.2	-12	-1	15
C=CCOC(=O)C(C#N)c1nc2ccccc2nc1N1CCN(c2ccccc2OCC)CC1 (stereo unspecified)	-0.9	-2	-5	-0.1	2	-1.1	-18	-40	2
O=c1c2ccccc2sn1-c1ccc(F)cc1	9.5	nt	-5	4.0	12	10	22	8	-9
Cc1cccc(NC(=O)CSCC(=O)Nc2ccc(S(=O)(=O)N3CCCCC3)cc2)c1	nt	nt	nt	0.8	8	nt	-9	nt	1
CCOc1ccccc1NC(=O)CSc1n[nH]c(=O)n1-c1ccccc1	1.3	-4	-6	2.3	-3	-1.5	-4	-26	21
CCOc1ccccc1Nc1nc2ccccc2n1C(C)C	-2.0	-15	1	2.0	5	-2.2	3	-24	0
Brc1ccc(-c2noc(COc3ccc4c(c3)CCC4)n2)o1	-0.1	6	-8	0.2	-5	-0.4	-9	-8	10
COc1cccc(C(C)(O)c2nc(-c3cccc(C(C)C)c3)cs2)c1 (stereo unspecified)	nt	nt	nt	0.1	2	nt	25	nt	-14
Cc1ccc2cc(CCNC(=O)C3CCCCC3)c(=O)[nH]c2c1C	0.3	-6	0	0.0	2	-0.4	-5	-11	8
CC(C)Oc1ccc(C(=O)Nc2nnc(C3=COCCO3)o2)cc1	0.9	nt	-4	0.1	9	-0.2	-23	-9	3
O=C(NCc1ccccc1)c1onc(CSc2nc3ccccc3[nH]2)c1C(=O)NCc1ccccc1	0.4	-5	-2	-0.3	0	0.6	25	-17	-18
CCCCn1cnc2cc(C)c(C)cc21	0.3	5	-4	0.0	-8	-0.3	-11	-6	4

(list continues)
SMILES	V1aR counter	GPR7 antagonist	OXTR potentiator	CHO-K1 Ca ag	CHO-K1 Ca antag	OXTR agonist	TAAR1 antagonist	CHO parental Ca	CHO-K1 Ca PAM
Cc1ccccc1OCC(=O)NNC(=O)c1ccc(-c2ccccc2)cc1	0.0	-5	-2	-0.1	3	-0.6	-9	-15	-17
Cc1ccccc1C(=O)N1CCC(C(=O)Nc2ccc(S(=O)(=O)N3CCCC3)cc2)CC1	0.5	-3	-5	-0.3	-6	-0.2	2	-9	-5
N#Cc1cc(C(=O)c2cc(Cl)ccc2O)cn(CC2CCCO2)c1=O (stereo unspecified)	0.5	-3	-12	-0.8	-4	0.7	16	-14	19
C/C(=N/NC(=O)C1CCCCC1)c1ccc([N+](=O)[O-])cc1	-0.3	-13	-8	0.1	14	-1.0	-17	-3	-7
O=C1CN(C(=O)c2ccccc2[N+](=O)[O-])C(c2ccccc2)c2cc(Br)ccc2N1 (stereo unspecified)	3.5	12	-7	7.3	7	-0.5	11	-13	1
Nc1c(NCc2ccccc2)c(=O)[nH]c(=O)n1Cc1ccccc1	7.7	11	-5	1.1	-15	0.5	nt	-11	9
Cc1ccccc1Cn1nc(C)c(NC(=O)c2noc3c2CCc2ccccc2-3)c1C	0.4	-7	-3	0.3	19	-0.5	9	-17	-7
CC(C)(C)SC(=O)CC1NS(=O)(=O)OCC1NC(=O)OCC(Cl)(Cl)Cl (stereo unspecified)	3.5	-2	-9	0.3	-12	-3.2	11	-9	3
COc1ccc(N2CCN(C(=O)COC(=O)[C@@H](NC(=O)c3c(F)cccc3F)C(C)C)CC2)cc1	nt	nt	nt	1.5	-11	nt	-27	nt	5
COc1ccc(NC(=O)CN(C)C(=O)c2ccc(-c3cccc(C(F)(F)F)c3)o2)cc1	1.2	-18	-5	2.3	2	-0.3	-31	-19	15
CC(=O)NCc1ccc(C(=O)CCl)cc1	0.0	-6	3	1.2	-11	0.5	-4	-9	4
Cc1cc2[nH]c(=O)c(=O)[nH]c2cc1S(=O)(=O)Nc1cccc(Cl)c1	-0.2	-7	0	0.0	-10	0.4	2	-10	16
COc1cc(NC(=O)c2ccc3c(c2)OCCO3)ccc1NC(=O)c1ccccc1Cl	0.4	-13	-2	3.3	-7	0.8	20	-24	13
Nc1nc2ccc(NC(=O)c3ccco3)cc2s1	1.0	0	-3	0.2	-13	0.2	8	-8	-11
CC1(C)C(c2ccccn2)=[N+]([O-])C(C)(C)N1O	-0.5	-9	-8	-0.2	0	-0.1	-5	12	11

Quoted from the listing:
Reading for CCOC(=O)c1ccc(NC(=O)CCc2nnc3ccc(N4CCCC4)nn23)cc1 under CHO-K1 Ca ag: 1.6
Reading for COc1cccc(C(C)(O)c2nc(-c3cccc(C(C)C)c3)cs2)c1 (stereo unspecified) under CHO-K1 Ca ag: 0.1

Other records:
SMILES	V1aR counter	GPR7 antagonist	OXTR potentiator	CHO-K1 Ca ag	CHO-K1 Ca antag	OXTR agonist	TAAR1 antagonist	CHO parental Ca	CHO-K1 Ca PAM
CCN(CC(=O)Nc1ccccc1OC)CC(=O)Nc1ccccc1C(F)(F)F	-0.9	1	-5	2.0	-19	-2.2	-10	1	10
CCCCN(C)C(=O)Cn1cnc2sc(C)cc2c1=O	-0.5	-14	1	0.3	1	-0.4	-13	-14	-3
O=c1cc(S(=O)(=O)Cc2ccccc2)[nH]c(=O)[nH]1	nt	nt	nt	-0.1	4	nt	6	nt	-9
Cn1ccc2c(-c3cccc4ccccc34)cc3c(c21)C1CCC3O1 (stereo unspecified)	nt	nt	nt	-0.3	14	nt	-2	nt	0
CC(=O)Nc1cccc(-c2csc(Nc3ccc(Cl)cn3)n2)c1	-1.1	-21	-13	0.5	-16	-2.6	-7	-35	6
COc1cccc(/C=N/Nc2snc(SC)c2C#N)c1	1.8	-4	-12	0.1	15	2.3	18	-7	3
COc1cc(NC2CCCCC2O)c2nc(-c3ccc(Cl)cc3)ccc2c1 (stereo unspecified)	0.3	-15	-14	0.3	-1	0.7	1	-40	-3
O/N=C/c1cn(-c2ccccc2)nn1	0.1	11	1	-0.2	4	0.8	4	-8	-11
CC1(C)OC(=O)C(=CNc2ccccc2)C(=O)O1	0.3	5	-2	1.7	-2	0.7	2	-3	-9
Cc1nc2sc(C(=O)c3ccccc3)c(N)c2c2c1CCCC2	0.3	-8	-13	-0.5	2	-2.3	-16	-38	20
Cc1ccc[n+](C(C)C(=O)Nc2ccc(C)c([N+](=O)[O-])c2)c1 (stereo unspecified)	-0.3	-6	-4	0.6	3	-0.1	-4	-3	-3
CCOC(=O)C(NC(=O)c1ccc(OC)cc1)(N1CCOCC1)C(F)(F)F (stereo unspecified)	-0.2	-13	1	8.9	4	-0.3	5	-9	17
COc1ccc(Cl)cc1NC(=O)CCN1CCN(C)CC1	5.8	-7	-4	0.3	2	0.6	6	-4	9
CCc1cc(CNC(=O)C2CCC(=O)N(Cc3cccc(F)c3)C2)on1 (stereo unspecified)	3.0	0	-5	5.8	6	-0.8	-20	-17	1
COc1cc(NCC(=O)Nc2cccc(S(=O)(=O)N3CCCCC3)c2)cc(OC)c1OC	-0.4	nt	-5	-0.2	9	-0.9	-5	-8	-6

Going on with the list:
SMILES	V1aR counter	GPR7 antagonist	OXTR potentiator	CHO-K1 Ca ag	CHO-K1 Ca antag	OXTR agonist	TAAR1 antagonist	CHO parental Ca	CHO-K1 Ca PAM
CCN(CC)c1ccc(N2C(=NC(=O)C3CCCO3)SC3CS(=O)(=O)CC32)cc1 (stereo unspecified)	-0.2	7	-3	-0.1	-12	-0.9	-6	-7	10
Cc1cc(C)cc(NC(=O)N2c3ccccc3NC(=O)CC2C)c1 (stereo unspecified)	-2.6	5	-8	0.5	-14	-2.0	-49	5	19
O=C(Cc1cccc2ccccc12)Nc1cc(C(=O)O)cc(C(=O)O)c1	-1.0	-17	-3	9.9	7	-0.7	-14	-1	1
O=C1NC(=Nc2ccc(O)cc2)S/C1=C/c1ccco1	0.6	-4	-1	0.3	15	0.1	-4	3	-10
O=C(CSc1ncnc2sc3c(c12)CCCC3)c1ccccc1	-0.1	1	-3	0.8	-7	-0.1	11	-9	17
CCCCOc1ccc(C(=O)N2CCCC2)cc1	-0.4	3	-2	-0.3	15	-1.2	1	-7	14

No enrichment for hits. About 3.5% of those tested had a hit in this group.
